Screening data as filed in PubChem BioAssay.
Hsp70 displacement = small molecules displacing fluorescent ligand from Hsp70 – biochemical, fluorescence polarization, primary screen (AID 583); Hsp70 fluorescence polarization probe displacement, mP; higher % means a stronger effect; 0.06% of 140,000 active; displacement, % at 20 µM, or IC50 in µM where a hit was titrated; in the data active = displacement above about 50%;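 note: plate controls were vehicle for no effect and reference ligand for full effect; a part of the inactive calls stands beside numbers as strong as those of hits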
MKP-3 inhibition = inhibition of rat DUSP6 enzyme activity – biochemical, in vitro, primary screen (AID 425); recombinant MKP-3 phosphatase activity, fluorescence; higher % means a stronger effect; inhibition, % at 20 µM; hits with a dose series show IC50 in µM; 0.17% of 110,000 active; in the data active = inhibition above about 50%;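 note: plate controls were vehicle for no effect and reference inhibitor for full effect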
Active calls of the source: *; . = no result given; & = joins results of further samples.

SMILES	Hsp70 displacement	MKP-3 inhibition
COc1ccc(S(=O)(=O)N2Cc3ccccc3CC2C(=O)Nc2ccc(O)cc2)cc1OC (stereo not given)	-0.7%	-4.1%
Cn1c(CNc2ccc(Cl)cc2)nc2ccccc21	-1.7%	-11.1%
COc1ccc(C2C3=C(CC(C)(C)CC3=O)Oc3ncn4nc(-c5cccnc5)nc4c32)cc1OC (stereo not given)	2.4%	-8.0%
O=C1NCCCc2c1no[n+]2[O-]	5.1%	-0.9%
COC(=O)c1ccc(NC(=O)c2ccccc2C(F)(F)F)cc1	-0.5%	1.9%
Cc1ccc(C(=O)Nc2nc(-c3ccc(F)cc3)cs2)cc1[N+](=O)[O-]	1.6%	0.5%
Cc1ccccc1NC(=S)NC(=O)/C=C/c1ccccc1	4.5%	-2.2%
COc1ccc(Cl)cc1/C=C1\C(=O)NC(=O)N(c2cc(C)cc(C)c2)C1=O	-2.5%	-3.5%
O=C(c1ccccc1F)N1CCN(Cc2ccc(F)cc2)CC1	-2.6%	2.5%
CC(C)CCNc1nc(N2CCCC2)c2c(c1C#N)CCN(C)C2	4.3%	3.3%
COc1cccc(/C=N/NC(=O)CCNc2n[nH]c(=O)[nH]c2=O)c1OC	0.9%	0.7%
c1ccc(-c2nc3cc(Cc4ccc5oc(-c6ccccn6)nc5c4)ccc3o2)nc1	0.9%	-1.6%
C=C(C)Cn1c(Sc2nnc(C)s2)nc2c1c(=O)[nH]c(=O)n2C	-0.7%	-10.2%
O=[N+]([O-])c1cccc(S(=O)(=O)N2CCN(c3ccccc3)CC2)c1	-2.8%	2.5%
CC(=O)c1ccc(N2CCCC2)c(F)c1	-4.6%	-3.2%
CCOC(=O)c1c(C)[nH]c(C(=O)NCc2ccccc2OC)c1C	0.8%	5.7%
O=C(NC1CCCCCC1)C1CCN(S(=O)(=O)N2CCC3(CC2)OCCO3)CC1	0.7%	0.0%
CC1(C)CC(=O)C2=C(C1)OC(N)=C(C#N)C2c1ccsc1 (stereo not given)	-2.1%	-7.3%
COc1cc2c(cc1OC)C(c1cccs1)CC(=O)N2 (stereo not given)	-5.0%	-4.8%
CCCc1cc(=O)[nH]c(SCC(=O)c2c(N)n(C)c(=O)n(C)c2=O)n1	1.2%	-4.6%
Cc1ncoc1C(=O)Nc1cccc(Cl)c1C	2.4%	-8.5%
Clc1ccc(Cn2nnc(-c3ccccc3)n2)cc1	-7.2%	.
CCOC(=O)c1cnn2c(C)cc(C)nc12	3.5%	-1.2%
COc1ccc(C(=O)N2CCN(c3ccc(C)cc3C)CC2)cc1OC	.	-3.9%
OC(COCc1cccs1)CN1CCCCCC1 (stereo not given)	6.5%	-4.1%
Next results.
SMILES	Hsp70 displacement	MKP-3 inhibition
C#CCOc1c(Cl)cc(C2C(C(=O)OC)=C(C)NC3=C2C(=O)c2ccccc23)cc1Cl (stereo not given)	-5.3%	2.1%
Fc1ccc(Cn2cc(/C=N/n3cnnc3)c3ccccc32)cc1	-3.6%	3.7%
COc1ccc(C2=CC(c3ccc(OC)c(OC)c3)n3nnnc3N2)c(OC)c1 (stereo not given)	4.7%	3.3%
CC(=O)Nc1ccc(NC(=S)NC(NC(=O)c2cccc([N+](=O)[O-])c2)C(Cl)(Cl)Cl)cc1 (stereo not given)	3.1%	0.2%
CC(C)CCNC(=O)C(c1cccs1)N(CC1CCCO1)C(=O)Cn1nnc2ccccc21 (stereo not given)	2.0%	1.8%
CC(=O)Nc1ccc(S(=O)(=O)NC(CC(=O)NC2CCCCC2C)C(C)C)cc1 (stereo not given)	5.7%	6.9%
CCN(CC)CCN1C(=O)c2oc3ccccc3c(=O)c2C1c1cccc(Br)c1 (stereo not given)	-8.0%	-12.2%
Cn1c(=O)[nH]c(=O)c2c1nc(Br)n2CCSc1nnnn1-c1ccccc1	0.9%	4.7%
CC(C)OCCCNC(=O)NC12CC3CC(CC(C3)C1)C2	2.0%	-0.9%
COc1nc(N)nc(NC23CC4CC(CC(C4)C2)C3)n1	1.2%	-0.5%
C#CCOc1ccc(/C=C2\C(=O)NC(=O)N(c3ccc(C)cc3)C2=O)cc1OCC	-6.4%	0.3%
Cc1nn(C(C)(C)C)c(OC(=O)c2cccs2)c1S(=O)(=O)c1ccccc1	-4.4%	-15.0%
COc1ccc(OC)c(-c2cc(C(=O)NCCN3CCOCC3)no2)c1	-3.0%	-0.9%
O=C(c1c[nH]c2ccc(S(=O)(=O)N3CCC4(CC3)OCCO4)cc2c1=O)N1CCOCC1	-2.9%	5.2%
COC(=O)c1cn(CC(=O)NC2CCCCCC2)c2ccccc12	8.6%	.
CC(C)CCNC1=CC(=O)CC(c2ccccc2)C1 (stereo not given)	3.2%	3.4%
Cc1ccc(CNC(=O)CCCNS(=O)(=O)c2cccc3nonc23)cc1	4.2%	-0.4%
Cn1c(=O)c(C(=S)NC(=O)C2CC2)c(N)n(Cc2ccccc2)c1=O	-0.3%	3.3%
CCOc1cc(/C=c2\sc3nc4ccccc4n3c2=O)cc(Br)c1OCc1ccc(F)cc1	2.8%	-1.8%
Cc1ccc(NC(=S)NC(=O)c2ccccc2Cl)cc1C	3.7%	2.1%
CN(C(=O)c1ccccc1)c1nc2ccccc2s1	2.6%	-7.1%
CN1CCN(C(=O)/C=C/c2ccc(Cl)cc2)CC1	6.3%	-0.5%
CC(N=Cc1ccc(O)cc1)C1COc2ccccc2O1 (stereo not given)	-0.2%	-0.9%
Cc1ccc(C2NS(=O)(=O)N=C2N)cc1 (stereo not given)	-2.0%	.
CCSCCOC(=O)C1=C(C)N(C)C(=O)NC1c1cc(OC)ccc1OC (stereo not given)	-4.1%&2.3%	-17.7%&3.5%
The results go on.
SMILES	Hsp70 displacement	MKP-3 inhibition
COc1ccc(-n2ncc3c(NC(C)C)ncnc32)cc1	-1.5%	2.8%
O=C(Nc1nccs1)c1cccc(S(=O)(=O)N2CCCCC2)c1	4.0%	-4.9%
O=C(NC(=S)NCCCN1CCOCC1)c1ccc(Cl)cc1Cl	-2.2%	-0.5%
O=C1C=C/C(=N\S(=O)(=O)c2cccc([N+](=O)[O-])c2)c2ccccc21	13.1%	78.3%*
CCc1ccc(NC(=O)c2noc3c2CCCCC3)cc1	6.1%	1.2%
O=C(NCCN1CCCCCC1)c1ccc(N2CCCC2=O)cc1	6.8%	-8.9%
COC(=O)c1ccccc1NC(=O)c1sc(N)nc1C	1.2%	-6.3%
CCN(CC)CCN1C(=O)C(=O)/C(=C(/O)c2ccncc2)C1c1ccccc1F (stereo not given)	1.4%	-2.2%
O=C(CSc1nc2ccccc2c(=O)n1NC(=O)c1ccccc1)c1ccc(Cl)cc1	4.0%	.
CCOC(=O)C1=C(O)/C(=C\c2ccccc2OC)N=C1C	2.1%	-1.1%
Cc1c(Cl)cccc1N=C1NC(=O)/C(=C/c2ccc(OC(C)C)cc2)S1	-1.6%	3.5%
COc1ccc(N2CC(C(=O)N/N=C/c3cc(OC)ccc3OC)CC2=O)cc1 (stereo not given)	-2.3%	4.4%
COc1ccccc1-c1coc2c(CN(C)C)c(O)ccc2c1=O	0.0%	3.2%
CSc1nccc(Nc2ccccc2)c1C#N	-1.3%	-9.4%
CC1CCc2nc(N)c(C#N)c(-c3ccncc3)c2C1 (stereo not given)	4.2%	-3.5%
CCC(C)S(=O)(=O)c1snnc1C (stereo not given)	-5.3%	.
O=C1CSC2=NCN(c3cccc(Cl)c3)CN12	2.5%	1.0%
CC(=O)NC(c1ccc(C)cc1)c1c(OC(C)=O)ccc2ccccc12 (stereo not given)	2.3%	0.1%
CC1Cc2ccccc2N1c1nc(C2CC2)nc2c1nnn2Cc1ccccc1 (stereo not given)	-9.2%	.
Brc1ccc2nc3c(n2c1)CCCC3	5.9%	-7.1%
Cc1ccc(CN2CCN(/N=C\c3cc(Br)ccc3O)CC2)cc1	5.5%	1.8%
Cc1ccc(-c2cn3c(n2)CCCC3)cc1	0.6%	-9.9%
Cc1ccc(-c2csc(-c3cc4cc([N+](=O)[O-])ccc4oc3=O)n2)cc1	-1.9%	-4.2%
Cc1ccc(-c2nc3cc(NC(=S)NC(=O)c4ccco4)ccc3o2)cc1	1.2%	1.0%
O=C(Nc1nc2ccccc2n1Cc1ccc(Cl)cc1)c1ccc(Cl)cc1	0.8%	-2.2%

Nothing new here: 14 of the compounds above.
SMILES	Hsp70 displacement	MKP-3 inhibition
COc1ccc(-n2ncc3c(NC(C)C)ncnc32)cc1	-1.5%	2.8%
O=C(Nc1nccs1)c1cccc(S(=O)(=O)N2CCCCC2)c1	4.0%	-4.9%
O=C(NC(=S)NCCCN1CCOCC1)c1ccc(Cl)cc1Cl	-2.2%	-0.5%
O=C1C=C/C(=N\S(=O)(=O)c2cccc([N+](=O)[O-])c2)c2ccccc21	13.1%	78.3%*
CCc1ccc(NC(=O)c2noc3c2CCCCC3)cc1	6.1%	1.2%
O=C(NCCN1CCCCCC1)c1ccc(N2CCCC2=O)cc1	6.8%	-8.9%
COC(=O)c1ccccc1NC(=O)c1sc(N)nc1C	1.2%	-6.3%
CCN(CC)CCN1C(=O)C(=O)/C(=C(/O)c2ccncc2)C1c1ccccc1F (stereo not given)	1.4%	-2.2%
O=C(CSc1nc2ccccc2c(=O)n1NC(=O)c1ccccc1)c1ccc(Cl)cc1	4.0%	.
CCOC(=O)C1=C(O)/C(=C\c2ccccc2OC)N=C1C	2.1%	-1.1%
Cc1c(Cl)cccc1N=C1NC(=O)/C(=C/c2ccc(OC(C)C)cc2)S1	-1.6%	3.5%
COc1ccc(N2CC(C(=O)N/N=C/c3cc(OC)ccc3OC)CC2=O)cc1 (stereo not given)	-2.3%	4.4%
COc1ccccc1-c1coc2c(CN(C)C)c(O)ccc2c1=O	0.0%	3.2%
CSc1nccc(Nc2ccccc2)c1C#N	-1.3%	-9.4%

Other compounds.
SMILES	Hsp70 displacement	MKP-3 inhibition
CC1=CCC2C(=O)N(c3ccc(C(=O)N4CCCCCC4)cc3)C(=O)C2C1 (stereo not given)	-1.7%	.
CCOc1ccc(N2C(=O)NC(=O)/C(=C/C=C/c3ccco3)C2=O)cc1	-8.1%	2.8%
O=C(NCCOC(=O)c1ccncc1)c1ccccc1	-2.7%	0.0%
CCc1nc(SCC(=O)N2CCOCC2)c2c(=O)n(C)c(=O)n(C)c2n1	-0.4%	2.6%
CC(C(=O)O)C1SC(=O)NC1=O (stereo not given)	.	-0.3%
CC(=O)[C@H]1[C@@H]2C(=O)N(c3cccc(Cl)c3)C(=O)[C@@H]2[C@H]2c3ccccc3C=CN21	5.7%	7.5%
CC1(C)C2CCC1(C)C(NC(=O)C1CC3c4ccccc4C1c1ccccc13)C2 (stereo not given)	1.1%	7.5%
COCCOC(=O)C1=C(C)Nc2nc(C)nn2C1c1ccccc1 (stereo not given)	-12.2%	-8.8%
C=CC1C(N2CCOCC2)C(C)(C)S1(=O)=O (stereo not given)	2.6%	-0.5%
O[C@@H](CNC[C@H](O)c1ccccc1)c1ccccc1	0.1%	.
N#CC1=C(N)N(c2ccc(Br)cc2)C2=C(C(=O)CCC2)C1c1cccnc1 (stereo not given)	-3.2%	0.3%
O=C(/C=C/c1ccc(F)cc1)c1nc2ccccc2s1	-1.0%	0.6%
COc1ccccc1-n1cnc(N)c1C(C)=O	3.5%	3.9%
O=C1c2ccccc2C(=O)c2c1cccc2N(Cc1ccccc1)C(=O)C(F)(F)F	0.6%	0.1%
CCc1ccc(/C(=C2/OC(=O)c3ccccc32)[N+](=O)[O-])cc1	-1.6%	-0.1%
Cc1ccc(S(=O)(=O)C(CC(=O)c2ccccc2)c2ccc(Cl)cc2)cc1 (stereo not given)	4.6%	-0.9%
COc1ccc(/C=C/C(=O)Nc2ccc([N+](=O)[O-])cc2OC)cc1Br	1.2%	8.1%
CCn1c(=O)c(C(C)=O)nc2ccccc21	3.9%	-3.3%
COc1ccccc1CNC(=O)CSCc1cnn(-c2ccccc2)c1-n1cccc1	8.9%	.
COc1cc(C(=O)Nc2ccc(S(=O)(=O)Nc3nccc(C)n3)cc2)cc(OC)c1OC	7.6%	.
O=C(NC1CCCCC1)c1cccc(S(=O)(=O)N2CCOCC2)c1	3.7%	5.4%&-2.9%
COc1cccc(C2NC(=O)NC(C)=C2C(=O)OCCOC(C)C)c1 (stereo not given)	-1.8%	0.3%
CCC(=O)c1cc2c(cc1NC(=O)c1cccs1)OCCO2	2.0%	-14.5%
Oc1ccc(Br)cc1CNn1cnnc1	-3.6%	-2.6%
COCc1[nH]nc2c1C(c1ccsc1)C(C#N)=C(N)O2 (stereo not given)	-5.5%	-9.0%
Next section
SMILES	Hsp70 displacement	MKP-3 inhibition
COc1cc(NC(=O)CCc2nc(-c3cccs3)no2)cc(OC)c1OC	-2.4%	.
Cc1ccc(/C=C/C(=O)Nc2cccc3ccccc23)o1	4.5%	7.3%
Cc1c(NC(=O)Nc2ccc(Cl)cc2)c(=O)n(-c2ccccc2)n1C	6.3%	-21.3%&-0.2%
COc1ccc(Nc2ncc(C(=O)O)c3ccccc23)cc1	0.4%	.
Cc1ccc(N(C(=O)CCC(=O)Nc2cc(C)on2)C(C(=O)NC2CCCC2)c2cccs2)cc1 (stereo not given)	3.5%	.
CC1=NN(c2nc(-c3ccc(Cl)c(Cl)c3)cs2)C(=O)C1C (stereo not given)	-4.5%	4.0%
COc1ccc(/C=C2/SC(=S)N(CCC(=O)N3CCN(C4=NC(=O)/C(=C\c5ccc(C)cc5)S4)CC3)C2=O)cc1	0.7%	-0.7%
C=CCN1C(=O)C(Cc2ccccc2)SC1=Nc1ccc(C(=O)O)cc1 (stereo not given)	-0.5%	0.8%
COC(=O)C1=C(C)N(C)C(C)=C(C(=O)OC)C1c1ccccn1	0.2%&-3.9%	-1.0%&3.3%
Cc1ncc2c(c1OC(=O)c1ccc([N+](=O)[O-])cc1)COC(C)(C)OC2	-1.0%	.
CC(C)n1cc(-c2ccc(Cl)cc2)cc(C#N)c1=O	1.2%	.
CCCCOc1ccc(C(=O)N2CCCc3ccccc32)cc1	1.1%	3.6%
Cc1ccc(S(=O)(=O)/N=C(/Nc2cccc([N+](=O)[O-])c2)c2ccccc2)cc1	2.2%	-5.6%

A portion of the library. The share of hits here may be higher or lower than overall.
